Glioma ERSR ind: inducers of ER stress response in human glioma cells; U87-MG GRP78 promoter luciferase reporter, 16 h; Potency, µM, inactives show at the highest dose activation, hits mostly activators; 0.02% of 420,000 active; AID 602332; active means well fitted activation curve with a large enough effect; inconclusive means small, poorly fitted or top-dose-only effect; inactive means no such curve, though single readings can be large or run the other way; further: potency means the concentration at half of the fitted maximal effect; series mostly up to about 76 µM; % of control where 0% means no effect; nearly all actives have a fitted effect of over 35% in size
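ERSR induction read as luciferase luminescence (Bright-Glo, 10 min at room temperature) in stably transfected human U87-MG glioma cells exposed to compounds for 16 h, using GRP78 as sensor.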
LDHA block: blocks human lactate dehydrogenase A. P00338. purified LDHA, NADH/diaphorase-resazurin fluorescence; stronger effect = lower value. activity change, % (values are at about 110 or 230 µM). 0.15% of 480,000 active. AID 1347041; in the data active means activity change below about -30%; inconclusive means mostly about -25% to -30%;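 further: plate controls were DMSO wells for no effect and wells without enzyme for full effect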
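Resorufin fluorescence (ex540/em590), read at 0 and 20 min after diaphorase/resazurin addition, reports the NADH left after a 5 min room-temperature reaction of 2 nM human LDH5 with 0.06 mM NADH and 0.2 mM pyruvate.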
The depositor's hits bear a star; ? = inconclusive; & = joins results of further samples. A portion of the library (hit frequency here may not be typical).

| compound | Glioma ERSR ind | LDHA block |
| --- | --- | --- |
| COCCNC(=O)C1(C)CCN(C(=O)COc2ccc(Cl)cc2Cl)C1 (configuration not stated) | ? | -2 |
| CC(C)NC(=O)c1cc(C2CCCCN2S(=O)(=O)c2ccccc2)on1 (configuration not stated) | -5% | -11 |
| O=C(CC[C@H]1O[C@@H](n2ccc(=O)[nH]c2=O)[C@H](O)[C@@H]1O)NC1CCN(Cc2ccccc2)C1 (some centres not stated) | -4% | -5 |
| COc1ccc(NC(=O)C2(C)Cc3c(-c4cccc(C(N)=O)c4)ccnc3O2)cn1 (configuration not stated) | -2% | -15 |
| CC(C)(C)NC(=O)C1(C)CCC(=O)N1C1CC1 (configuration not stated) | -1% | -6 |
| CC1(C(=O)NS(=O)(=O)c2ccc(F)cc2F)CCN1C(=O)CC1CCCCC1 (configuration not stated) | -2% | -3 |
| CCOC(=O)C1=CCN(S(=O)(=O)c2ccccc2F)C1c1ccc(Cl)c(Cl)c1 (configuration not stated) | -2% | -3 |
| O=C(Nc1ccccc1Cl)c1cc(C2CCCCN2C(=O)c2cccs2)on1 (configuration not stated) | -3% | -6 |
| NC(=O)c1cccc(-c2cccc3nccn23)c1 | -2% | -5 |
| O=C1CCc2cc(S(=O)(=O)Nc3cccc(Cl)c3)ccc2N1 | -4% | -9&-3 |
| CN1CCN2c3ccccc3CC(C#N)(C#N)C2C1 (configuration not stated) | 0% | -4 |
| Cc1ccc(S(=O)(=O)NC(=O)C2(C)CCN2C(=O)Cc2cccs2)nc1 (configuration not stated) | -4% | -2 |
| COc1ccc(-c2cnc3c(NC(C)=O)cc(-c4cccc(C(=O)NCCN(C)C)c4)cn23)cc1OC | -4% | -3 |
| O=C(Nc1ccc2c(c1)OCO2)c1cc(C2CCCCN2C(=O)c2ccc3ccccc3c2)on1 (configuration not stated) | -2% | -5 |
| CCNC(=S)Nc1ccc2c(c1)c(=O)n(C)n2CC=C(C)C | 1% | 4 |
| CC(C)(C)n1c(O)c2n(c1=O)Cc1ccccc1N=C2c1ccccc1 | -4% | -2 |
| CCCS(=O)(=O)NC(=O)C1(C)CCCN(C(=O)c2cc(C)on2)C1 (configuration not stated) | -2% | -5 |
| Cc1ccccc1S(=O)(=O)NC(=O)C1(C)CCN1C(=O)CC1CCCCC1 (configuration not stated) | -1% | -3 |
| CC1(C(=O)Nc2cccc(Oc3ccccc3)c2)CCN1Cc1ccccc1OC(F)F (configuration not stated) | -2% | -2 |
| O=C(Nc1ccc(Oc2ccccc2)nc1)[C@H]1O[C@@H](n2ccc(=O)[nH]c2=O)[C@H](O)[C@@H]1O | -3% | -1 |
| CC1=C(C(=O)N2CCOCC2)CC(CC(=O)NCC2CCCCC2)C(=O)N1Cc1ccc(C(C)(C)C)cc1 (configuration not stated) | -3% | -3 |
| CN1CCN(c2ccc(CNC[C@H]3O[C@@H](n4cnc5c(=O)[nH]c(N)nc54)[C@H](O)[C@@H]3O)c(S(C)(=O)=O)c2)CC1 | -2% | -2 |
| O=C(CC[C@H]1O[C@@H](n2cnc3c(NC(=O)c4ccccc4)ncnc32)[C@H](O)[C@@H]1O)NCCCN1CCOCC1 | -5% | -2 |
| CC(=O)Nc1ccc(-c2ccnc3c2CC(C(=O)NCc2ccco2)O3)cc1 (configuration not stated) | -3% | -1 |
| Cc1ccc(-c2cnc(C(O)c3c(C)cccc3C)[nH]2)cc1 (configuration not stated) | -1% | -2 |
| Cc1nn(-c2ccccc2)c(-c2ccccc2[N+](=O)[O-])c1CC#N | -1% | -6 |
| COC(=O)[C@H](Cc1ccccc1)NC(=O)/C=C/[C@H]1O[C@@H](n2cc(C)c(=O)[nH]c2=O)C[C@@H]1O | -3% | -9 |
| CCCCn1nnnc1C(c1cccs1)N1CCN(C/C=C/c2ccccc2)CC1 (configuration not stated) | -5% | -8 |
| CS(=O)(=O)c1ccc(Nc2nc(C(N)Cc3ccc(F)cc3)cs2)cc1 (configuration not stated) | -4% | -7 |
| CC(=O)Oc1ccccc1Cn1c(C)c(C(=O)NCc2cccc(Cl)c2)sc1=O | -1% | -1 |

Next part
| compound | Glioma ERSR ind | LDHA block |
| --- | --- | --- |
| Cn1ccc2c(N3CCCCCCC3)cc3c(c21)C1CCC3O1 (configuration not stated) | -3% | 13 |
| OC[C@@H]1CN(Cc2ccncc2)C[C@H](n2cnc3c(NCc4ccncc4)ncnc32)O1 | -3% | -6 |
| Cc1ccccc1-c1cnc(C(O)c2c(C)cccc2C)[nH]1 (configuration not stated) | -6% | -7 |
| COc1cc(OC)cc(-c2noc([C@@H]3O[C@H](CO)[C@H](O)[C@H](O)[C@H]3O)n2)c1 | 0% | -1 |
| COc1cccc(C(NC(C)=O)c2nc(-c3cccc(C#N)c3)cs2)c1 (configuration not stated) | -4% | -12 |
| CC1(C(=O)NS(=O)(=O)C2CC2)CCCN(C(=O)c2cccc(OC(F)(F)F)c2)C1 (configuration not stated) | -5% | -14 |
| Cc1ccc(S(=O)(=O)NC(=O)C2(C)CCN2C(=O)CC2CCCC2)nc1 (configuration not stated) | 0% | -2 |
| Cc1ccc(S(=O)(=O)Nc2ccccc2NS(=O)(=O)c2ccc(C)cc2)cc1 | -3% | -1 |
| CC(C)(C)c1ccc(S(=O)(=O)NC(=O)C2(C)CCN2C(=O)Cc2ccccc2Cl)cc1 (configuration not stated) | -1% | -5 |
| OC(c1cccc(Cl)c1)c1ncc(-c2ccccc2Cl)[nH]1 (configuration not stated) | 3% | -4 |
| CC1(C(=O)NS(=O)(=O)c2ccccc2)CCN1C(=O)CC1CC1 (configuration not stated) | -3% | -2 |
| COCCCNC(=O)c1csc([C@@H]2O[C@H](CO)[C@H](O)[C@H](O)[C@H]2O)n1 | -3% | 2 |
| O=S1(=O)CC(N2CCN(CC3CC3)CC2)CN1Cc1cn(Cc2ccccc2C(F)(F)F)nn1 (configuration not stated) | -1% | -3 |
| CC1(C(=O)NS(=O)(=O)c2ccccc2)CCN1C(=O)c1cccc2ccccc12 (configuration not stated) | 0% | -7 |
| OC[C@@H]1CN(Cc2ccccc2)C[C@H](n2cnc3c(NCc4ccc(F)cc4)ncnc32)O1 | 4% | 0 |
| CC(=O)Nc1ccc(NC(=O)C2(C)Cc3c(-c4ccc5c(c4)OCO5)ccnc3O2)cc1 (configuration not stated) | -2% | -2 |
| NC(c1csc(NC(=O)Nc2cccc(Cl)c2)n1)c1ccccc1Cl (configuration not stated) | -8% | -13 |
| CCOC(=O)c1cc(OC)c2cccc(CN3CCCC(C)(C(=O)NCCOC)C3)c2c1 (configuration not stated) | -1% | 9 |
| COC(=O)c1ccc2nc(-c3ccco3)c(Cc3ccc(OC)cc3C)n2c1 | -5% | 0 |
| CCCS(=O)(=O)NC(=O)C1(C)CCN(C(=O)c2c(C)noc2C)C1 (configuration not stated) | -3% | -2 |
| CC1(C(=O)O)CCN1C(=O)c1cccnc1Oc1ccccc1 (configuration not stated) | 1% | -10 |
| COc1cc(F)ccc1-c1csc(C(C)(NC(C)=O)c2ccccc2)n1 (configuration not stated) | 0% | -3 |
| COCCNC(=O)C1(C)CCCN(C(=O)c2ccc(C(F)(F)F)cc2)C1 (configuration not stated) | 0% | -12 |
| CN(C)Cc1csc(NC(=O)Nc2ccccc2C(C)(C)C)n1 | -2% | -9 |
| CC(C)NC(=O)c1cc(C2CCCCN2C(=O)c2ccc(C#N)cc2)on1 (configuration not stated) | -7% | -2 |
| CC1(C(=O)Nc2ccc(F)cc2F)CCN1C(=O)CCC1CCCC1 (configuration not stated) | -3% | 4 |
| CN(CCc1ccccc1)C(C(=O)Nc1ccc2c(c1)OCCO2)c1ccnc2ccccc12 (configuration not stated) | 0% | -6 |
| COc1cccc(-c2cnc(C(O)c3cccc(OC)c3)[nH]2)c1 (configuration not stated) | -1% | -5 |
| COc1cccc(CN2CCC2(C)C(=O)Nc2cccc3cccnc23)c1F (configuration not stated) | -4% | 3 |
| CN(C)C(=O)c1cccc(-c2cc(NC=O)c3ncc(-c4ccc(F)c(Cl)c4)n3c2)c1 | -2% | 4 |

Additional entries:
| compound | Glioma ERSR ind | LDHA block |
| --- | --- | --- |
| COc1ccc(NC(=O)C2(C)Cc3c(-c4ccc(NC(C)=O)cc4)ccnc3O2)cc1OC (configuration not stated) | -1% | -4 |
| COc1ccc(CN2C[C@@H](CO)O[C@@H](n3cnc4c(N5CCCC5)ncnc43)C2)cc1 | 0% | -1 |
| CC(N)c1csc(Nc2nncc3ccccc23)n1 (configuration not stated) | -4% | -5 |
| COc1ccc(CN2C(=O)C(CC(=O)NC3CCCC3)CC(C(=O)N3CCOCC3)=C2C)cc1 (configuration not stated) | -5% | -10 |
| N#Cc1ccccc1C[C@H](N)C(=O)NC[C@H]1O[C@@H](n2cnc3c(N)ncnc32)[C@H](O)[C@@H]1O | -4% | -2 |
| CCOC(=O)C1=C[C@@H](CC)N(S(=O)(=O)c2ccccc2)[C@H]1c1ccccc1 | -2% | -3 |
| O=C(c1[nH]c(C(F)(F)F)nc1-c1ccccc1)N1CCN(c2ncc(C(F)(F)F)cc2Cl)CC1 | -5% | -1 |
| CCc1nc2c(OCCC3CCCCC3)cccn2c1N(C=O)Cc1ccc(OC)cc1 | 2% | 5 |
| O=C(NCCC(F)(F)F)c1cccc2c(-c3ccc(F)c(F)c3)coc12 | -2% | -1 |
| CCCNC(=O)C1(C)CCCN(C(=O)c2ccc(F)cc2Cl)C1 (configuration not stated) | -1% | -1 |
| CC(CC(=O)Nc1ccc2c(c1)c(=O)n(C)n2Cc1ccc(Cl)cc1)C(F)(F)F (configuration not stated) | 1% | 0 |
| COc1ccc(Cl)cc1-c1cc(C(=O)Nc2ccc(C(C)(C)C)cc2)[nH]n1 | 4% | -11 |
| CN(C)CCCNc1nc2cc(-c3ccc(F)cc3)sc2c(=O)n1C | -1% | -2 |
| CCc1nc2ccc(C(=O)NCCc3c[nH]c4ccccc34)cn2c1N(C)CCCc1ccccc1 | -3% | -3 |
| CC1(C(=O)NS(=O)(=O)C2CC2)CCCN(C(=O)c2ccc3ccccc3c2)C1 (configuration not stated) | 0% | -7 |
| Cc1cccc(CN2CCN(C3CN(Cc4ccccc4)S(=O)(=O)C3)CC2)c1 (configuration not stated) | -3% | 1 |
| c1ccc2ncc(-n3ccnc3)cc2c1 | -4% | -3 |
| CCC(=O)N1CCC1(C)C(=O)Nc1ccc(OC(F)F)cc1 (configuration not stated) | 0% | -7 |
| CNc1ccc2ncc(-c3cccc(C(=O)N(C)C)c3)n2n1 | -1% | -12 |
| CC(=O)Oc1ccc(Cn2c(C)c(C(=O)NCc3ccccc3C(F)(F)F)sc2=O)cc1 | 4% | -8 |
| CCNC(=O)C1(C)CCCN(Cc2ccc(-c3ccccc3)o2)C1 (configuration not stated) | -1% | -6 |
| CC(O)(c1ccc(F)c(F)c1)c1nc(/C=C/c2ccc(C(F)(F)F)cc2)cs1 (configuration not stated) | -12% | 1 |
| CCOC(=O)C1=CC[C@@H](c2ccccc2)N(S(=O)(=O)c2ccc(C)cc2)[C@H]1c1cccc(OC)c1 | -4% | -5 |
| OC(c1ccc(F)cc1)c1nc(-c2csc3ccccc23)cs1 (configuration not stated) | 6% | -6 |
| O=C(c1ccco1)N1CCN(C2CN(C3CCCCC3)S(=O)(=O)C2)CC1 (configuration not stated) | -2% | -4 |
| COc1cccc(-c2cc(NC=O)c3ncc(-c4ccc(F)c(Cl)c4)n3c2)c1 | 2% | 2 |
| CC(=O)NCCNc1nc2cc(-c3ccc(C)cc3)sc2c(=O)n1C | 0% | -4 |
| CCCCCNC(=O)c1[nH]c(C(F)(F)F)nc1-c1ccccc1 | -2% | -2 |
| COc1ccc(-c2cc3c(c4c2ccn4C)C2CCC3C2)cc1F (configuration not stated) | -4% | 1 |
| Nc1cccc(-c2cccc3nncn23)c1 | -2% | -6 |

Going on with the list:
| compound | Glioma ERSR ind | LDHA block |
| --- | --- | --- |
| CC1(C(=O)NS(=O)(=O)c2ccccc2Cl)CCN1C(=O)Cc1ccccc1 (configuration not stated) | -4% | -5 |
| CC(=O)Nc1cccc(-c2ccnc3c2CC(C)(C(=O)Nc2cccc(C(F)(F)F)c2)O3)c1 (configuration not stated) | -3% | -5 |
| COc1ccc(C(C)NC(=O)C2CCN(CCOc3ccc(Cl)cc3Cl)CC2)cc1OC (configuration not stated) | -5% | 1 |
| COc1ccccc1Cc1c(-c2ccccc2)nc2ccc(Cl)cn12 | 6% | -3 |
| CC1(C(=O)NS(=O)(=O)c2ccccc2)CCN1C(=O)CCc1ccc(Cl)cc1Cl (configuration not stated) | 0% | -1 |
| CC(CC(=O)Nc1ccc2c(c1)c(=O)n(C)n2-c1ccccc1)c1ccccc1 (configuration not stated) | -3% | -3 |
| CC(=O)Nc1ccc(NC(=O)C2Cc3c(-c4cccc(F)c4)ccnc3O2)cc1 (configuration not stated) | -2% | -17 |

Six entries already listed, arranged by their value in Glioma ERSR ind, lowest first:
| compound | Glioma ERSR ind | LDHA block |
| --- | --- | --- |
| COc1ccc(C(C)NC(=O)C2CCN(CCOc3ccc(Cl)cc3Cl)CC2)cc1OC (configuration not stated) | -5% | 1 |
| CC1(C(=O)NS(=O)(=O)c2ccccc2Cl)CCN1C(=O)Cc1ccccc1 (configuration not stated) | -4% | -5 |
| CC(=O)Nc1cccc(-c2ccnc3c2CC(C)(C(=O)Nc2cccc(C(F)(F)F)c2)O3)c1 (configuration not stated) | -3% | -5 |
| CC(=O)Nc1ccc(NC(=O)C2Cc3c(-c4cccc(F)c4)ccnc3O2)cc1 (configuration not stated) | -2% | -17 |
| CC1(C(=O)NS(=O)(=O)c2ccccc2)CCN1C(=O)CCc1ccc(Cl)cc1Cl (configuration not stated) | 0% | -1 |
| COc1ccccc1Cc1c(-c2ccccc2)nc2ccc(Cl)cn12 | 6% | -3 |
